Screening results (PubChem)
Diaph inh CS: counter-screen for diaphorase-based assays: diaphorase inhibitors and chemical oxidizers; diaphorase resazurin-to-resorufin fluorescence, NADH, 16 min; bacterial (C. kluyveri) enzyme, not human; inhibition, % at 20 µM; 0.69% of 190,000 active; AID 1217;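 active = primary screen inhibition at 20 µM above a set limit, cut at about 50% in these data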;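 note: plate controls were DMSO with full reaction for no effect and wells lacking NADH for full effect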
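Benchmarks: positive control wells lacking NADH, neutral wells with DMSO only. System: bacterial diaphorase enzyme (C. kluyveri). Input: 0.14 U/mL diaphorase, enzyme working solution. Detection: resorufin fluorescence, excitation 544 nm, emission 590 nm. Times: 16-min room-temperature incubation before reading.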
APP transl inh: APP translation inhibition | SH-SY5Y APP 5'UTR-luciferase reporter, luminescence | inhibition, % at 2 µM | 0.82% of 190,000 active | AID 1285;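 active = inhibition above a set limit, derived from the sample mean plus 3 SD, cut at about 45% in these data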; note: values of inactives mirror those of a sister screen read the other way
STAT3 blocker: reduces IL-6 driven STAT3 reporter signal | U3A cells, IL-6 STAT3-luciferase reporter, luminescence; host cell line lacks STAT1 | inhibition, % at 5.5 µM | 0.89% of 190,000 active;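 active = inhibition above the mean inhibition across all screened compounds plus 3 SD, cut at about 44% in these data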;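 note: 0% = DMSO only wells and 100% = 100 µM nifuroxazide control wells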
TLR4 MyD88 comp: TLR4-MyD88 interaction inhibition in cells; O00206+Q99836; HeLa CL3-4 TLR4/MyD88 BLA complementation, FRET ratio; inhibition, % at 8.4 µM; 0.18% of 200,000 active; AID 861; in the data active = inhibition above about 25%;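 note: 0% = vehicle and 100% = reference inhibitor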
Target sequence (O00206 whole entry, looked up): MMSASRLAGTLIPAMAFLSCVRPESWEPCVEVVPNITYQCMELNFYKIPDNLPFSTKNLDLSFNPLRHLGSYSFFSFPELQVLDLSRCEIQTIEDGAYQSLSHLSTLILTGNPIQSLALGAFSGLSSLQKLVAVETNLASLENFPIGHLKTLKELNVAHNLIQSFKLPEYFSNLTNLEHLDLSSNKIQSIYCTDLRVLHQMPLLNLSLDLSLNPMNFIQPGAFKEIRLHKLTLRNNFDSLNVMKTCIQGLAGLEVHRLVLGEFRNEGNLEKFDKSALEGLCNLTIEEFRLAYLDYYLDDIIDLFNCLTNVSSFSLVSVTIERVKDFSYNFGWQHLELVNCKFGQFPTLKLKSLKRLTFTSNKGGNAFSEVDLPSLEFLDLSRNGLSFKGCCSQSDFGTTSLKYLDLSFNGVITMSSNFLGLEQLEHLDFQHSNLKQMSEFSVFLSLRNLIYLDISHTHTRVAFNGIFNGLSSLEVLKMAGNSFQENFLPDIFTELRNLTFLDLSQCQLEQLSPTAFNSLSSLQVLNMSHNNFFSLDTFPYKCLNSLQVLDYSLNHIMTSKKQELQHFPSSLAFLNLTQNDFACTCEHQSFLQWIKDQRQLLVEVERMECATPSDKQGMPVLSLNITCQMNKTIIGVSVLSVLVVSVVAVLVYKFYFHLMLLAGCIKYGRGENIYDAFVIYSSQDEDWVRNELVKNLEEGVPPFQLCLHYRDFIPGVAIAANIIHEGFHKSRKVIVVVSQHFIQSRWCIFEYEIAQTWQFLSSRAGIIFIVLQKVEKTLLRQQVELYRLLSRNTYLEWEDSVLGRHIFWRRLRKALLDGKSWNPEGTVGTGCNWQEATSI
Target sequence (Q99836 whole entry, looked up): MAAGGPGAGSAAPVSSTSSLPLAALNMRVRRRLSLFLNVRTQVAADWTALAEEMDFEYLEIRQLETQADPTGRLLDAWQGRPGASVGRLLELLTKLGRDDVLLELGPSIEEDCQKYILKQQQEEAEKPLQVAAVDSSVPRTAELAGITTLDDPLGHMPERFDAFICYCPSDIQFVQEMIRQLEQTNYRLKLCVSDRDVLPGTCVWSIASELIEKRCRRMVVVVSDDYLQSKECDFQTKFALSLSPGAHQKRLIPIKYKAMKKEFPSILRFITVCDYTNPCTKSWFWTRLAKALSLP
STAT1 act: increases IFN-gamma driven STAT1 reporter signal; NIH 3T3 STAT1-luciferase reporter, luminescence; 100% = IFN-gamma alone, no compound; activation (% of control), % at 5.5 µM; 2.6% of 200,000 active; AID 932;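 active = activation above the screen-wide mean activation plus 3 SD, cut at about 130% in these data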;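 note: raw ratio to IFN-gamma control signal so 100% means no change and 0% no light; values of inactives mirror those of a sister screen read the other way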
Hsp70 act: switches on Hsp70 transcription. HeLa Hsp70 promoter luciferase reporter, luminescence; scaled: vehicle 0, proteasome-inhibitor control 100%. activation, % at 10 µM. 0.04% of 200,000 active. AID 1203;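 active = activation above the mean across all tested compounds plus 3 SD, cutoff set per campaign, cut at about 5.5% in these data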;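 note: 100% = MG132 at 30 µM as the positive control and 0% = DMSO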
STAT3 act: increases IL-6 driven STAT3 reporter signal; 0.91% of 190,000 active; activation (% of control), % at 5.6 µM; U3A cells, IL-6 STAT3-luciferase reporter, luminescence; 100% = signal with IL-6 EC80 alone;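 active = activation above the screen-wide mean of compound activation plus 3 SD, cut at about 130% in these data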;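 note: 0% = background luminescence of wells with medium and substrate only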
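Test system: human U3A cells carrying STAT3-luciferase construct; control set: IL-6-only wells as 100% reference; timing: compound pre-incubation 1 h before IL-6, then 6 h stimulation at 37 °C; also added: IL-6 stimulus at 33 ng/mL final; evaluation: % activation versus median of IL-6-stimulated wells; detection: reporter luminescence signal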
STAT1 inh: reduces IFN-gamma driven STAT1 reporter signal | NIH 3T3 STAT1-luciferase reporter, luminescence | inhibition, % at 5.5 µM | 0.35% of 200,000 active;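 active = inhibition above a set limit, the mean inhibition across all tested compounds plus 3 SD, cut at about 34% in these data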;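 note: 0% = IFN-gamma with DMSO and 100% = IFN-gamma with 300 µM nifuroxazide; values of inactives mirror those of a sister screen read the other way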
G6PDH counter: counter-screen for G6PDH assay hits: L. mesenteroides G6PDH inhibition. Purified L. mesenteroides G6PDH, diaphorase/resazurin coupled fluorescence, 45 min. inhibition, % at 5 µM. 0.12% of 200,000 active. AID 1020; in the data active = inhibition above about 50%
Diaphorase act: diaphorase activation or chemical reduction counter-screen; Diaphorase/resazurin coupled assay, resorufin fluorescence, 16 min; stronger effect = higher value; 1 = vehicle wells, 0 = NADH-free wells; activation factor at 20 µM; 0.005% of 190,000 active;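 active = diaphorase activity raised at least twofold by the compound at 20 µM; inactive = activation factor below 2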
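Material: Clostridium kluyveri diaphorase, purified enzyme; Quantity: enzyme 0.07 U/mL final; Medium: HEPES pH 7.4 buffer with MgCl2 and Tween 20; Dosing: single compound dose of 20 µM, 1% DMSO final; Schedule: 16 min reaction at room temperature; Measured by: red resorufin fluorescence at 544/590 nm excitation/emission.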
Numbers without * were called inactive; . = no result given.

SMILES	Diaph inh CS	APP transl inh	STAT3 blocker	TLR4 MyD88 comp	STAT1 act	Hsp70 act	STAT3 act	STAT1 inh	G6PDH counter	Diaphorase act
CCCN1CCN(C(=O)c2cc3c(s2)-c2ccccc2S(=O)(=O)C3)CC1	20.2	-18.0	-0.5	10.5	100.0	-0.4	104.3	0.0	5.6	0.8
O=C(CS(=O)(=O)c1cn(Cc2ccc(F)cc2)c2ccccc12)N1CCCCC1	8.6	-5.0	6.2	0.6	101.9	-0.3	97.1	-2.1	5.4	0.9
CC(=O)Nc1ccc(NCN2C(=O)[C@@H]3[C@H]4CC[C@H](C4)[C@@H]3C2=O)cc1	14.3	-10.0	0.5	-1.7	107.4	0.0	99.7	-8.4	3.9	0.9
CCc1nnc(NC(=O)CSc2ncc(-c3ccccc3)n2C)s1	25.2	3.7	0.6	-0.8	103.5	-0.1	101.8	-3.9	11.5	0.7
Cc1cc(NCc2ccccc2)nc(N2CCOCC2)n1	5.0	4.1	1.4	1.1	99.7	-0.3	102.3	0.4	0.1	0.9
CC1CC(C)(C)NC(=S)O1 (configuration not stated)	2.8	6.2	7.8	4.5	98.7	-0.3	98.0	1.0	23.2	1
O=C(CSc1ccccc1)Nc1ccc(C(=O)Nc2ccc(O)cc2)cc1	-9.7	1.8	9.4	-0.5	93.8	0.4	93.5	5.6	4.5	1.1
Cc1cc(C)cc(NS(=O)(=O)c2ccc(NC(=S)Nc3ccccc3)cc2)c1	26.9	-2.2	-2.2	-13.9	106.2	-0.5	99.9	-7.0	9.8	0.7
COc1ccc(NC(=O)c2ccc(C#CC(C)(C)O)cc2)cc1	2.1	-4.5	-6.0	13.1	105.9	-0.1	108.1	-6.5	6.5	1
Cn1cc(-c2nnnn2-c2ccc(Cl)cc2)c(C(F)(F)F)n1	16.2	.	5.1	-0.5	91.3	-0.3	100.5	9.7	9.2	0.8
COC(=O)c1ccc(Sc2ccccc2NS(=O)(=O)c2ccc(OC)cc2)nc1	22.2	3.6	0.4	5.9	104.4	-0.3	101.9	-5.0	-2.0	0.8
CCCCNC(=O)Cn1cnc2sc(C)c(S(=O)(=O)N3CCN(c4ncccn4)CC3)c2c1=O	11.8	-3.2	5.9	-10.4	93.8	-0.4	96.3	5.7	3.7	0.9
C=CCn1c(SCC(=O)Nc2nc(C)cs2)nnc1C(NC(=O)c1ccccc1)C(C)C (configuration not stated)	9.2	5.8	4.3	1.5	101.2	0.2	98.0	-1.3	5.8	0.9
CC1(C)C2CCC1(CS(=O)(=O)Nc1ccc(S(=O)(=O)N3CCCC3)cc1)C(=O)C2 (configuration not stated)	18.7	10.6	6.2	1.9	99.2	-0.2	92.9	1.0	3.8	0.8
CCOCCOC(NC(=O)c1ccccc1)(C(F)(F)F)C(F)(F)F	-1.9	9.1	8.6	9.0	99.6	0.1	93.0	0.4	2.1	1
CCNC(=O)CSc1nnc(-c2ccccc2Br)n1-c1cccc(C(F)(F)F)c1	3.4	1.1	-3.0	-8.2	92.7	-0.3	105.4	8.1	12.2	1
Clc1ccsc1-c1ccnc(-n2cccc2)n1	8.3	-21.8	-36.0	6.6	105.0	-0.3	140.5*	-6.5	9.5	0.9
CC(C)(C)Cc1nnc(NC(=O)Cc2cccs2)s1	35.2	-28.2	-3.3	-2.5	102.5	-0.2	104.9	-4.4	12.2	0.6
COc1c(S(=O)(=O)N2CCN(c3ccc(F)cc3)CC2)ccc(Cl)c1Cl	21.5	12.8	-12.0	-25.3	99.4	-0.5	110.2	0.7	5.2	0.8
Cc1cc(NC(=O)COC(=O)CCNS(=O)(=O)c2cccc(C(F)(F)F)c2)no1	19.1	16.1	13.8	-20.1	93.5	-0.1	95.6	7.2	4.8	0.8
COc1ccc(NS(=O)(=O)c2ccc(N3CCCC3)c(NC(=S)Nc3ccc(SC(F)F)cc3)c2)cc1	5.6	-0.6	4.2	4.0	91.1	-0.2	94.5	10.0	-13.6	0.9
CCOc1ccc(C(=O)NCC(=O)OCc2ccc(F)cc2Cl)cc1	7.1	-10.4	27.9	11.8	99.9	-0.5	77.8	0.1	-7.9	0.9
COC(=O)c1c(NC(=O)c2c(-c3ccccc3Cl)noc2C)sc2c1CCC2	10.3	10.8	-2.5	-11.2	104.2	-0.4	102.3	-4.6	-0.7	0.9
OCCOCCOc1ccccc1OCCOCCO	9.2	1.8	3.8	8.7	98.1	-0.1	98.0	1.0	1.0	0.9
CCCc1cc(C(=O)NC2CCCC2)no1	3.2	-29.3	-8.0	5.1	120.3	0.2	111.1	-22.6	-8.5	1

3 entries drawn at random from those above:
SMILES	Diaph inh CS	APP transl inh	STAT3 blocker	TLR4 MyD88 comp	STAT1 act	Hsp70 act	STAT3 act	STAT1 inh	G6PDH counter	Diaphorase act
COc1ccc(NC(=O)c2ccc(C#CC(C)(C)O)cc2)cc1	2.1	-4.5	-6.0	13.1	105.9	-0.1	108.1	-6.5	6.5	1
CCCCNC(=O)Cn1cnc2sc(C)c(S(=O)(=O)N3CCN(c4ncccn4)CC3)c2c1=O	11.8	-3.2	5.9	-10.4	93.8	-0.4	96.3	5.7	3.7	0.9
COC(=O)c1c(NC(=O)c2c(-c3ccccc3Cl)noc2C)sc2c1CCC2	10.3	10.8	-2.5	-11.2	104.2	-0.4	102.3	-4.6	-0.7	0.9

Following part:
SMILES	Diaph inh CS	APP transl inh	STAT3 blocker	TLR4 MyD88 comp	STAT1 act	Hsp70 act	STAT3 act	STAT1 inh	G6PDH counter	Diaphorase act
COc1ccc(OC)c(N/C(C)=C/C(=O)c2ccc(Br)cc2)c1	11.7	-2.9	15.6	14.4	119.2	0.9	90.2	-22.7	-1.0	0.9
N#Cc1c(NC(=O)c2ccc(Cn3cc(Br)cn3)o2)sc2c1CCCCCC2	22.0	11.0	7.0	-3.8	99.6	-0.1	97.2	3.1	-13.8	0.8
O=C(CSc1nnc(CNC(=O)c2ccco2)o1)c1ccccc1	2.0	7.6	3.4	-3.9	103.2	-0.4	97.1	0.1	-2.6	1
CC(=O)Oc1ccc(/C=N/NC(=O)CCSc2ccccc2)cc1	19.5	-13.5	0.6	1.1	101.3	-0.3	102.5	-3.6	2.7	0.8
Fc1cccc(Cn2ccc(-c3ccc4c(c3)OCO4)n2)c1	12.9	.	11.1	6.8	119.3	-0.2	95.6	-21.5	11.1	0.9
COc1cc(N(C)C)c([N+](=O)[O-])cc1C(=O)N1CCN(Cc2ccccc2)CC1	-9.6	11.0	1.6	20.0	100.0	-0.1	104.3	-2.1	7.4	1.1
CCCCOC(=O)Cn1c(=O)n(CC(=O)OCCCC)c2ccccc21	7.3	-11.1	1.0	-4.8	101.7	-0.3	104.1	-1.9	6.5	0.9
C/C(=N/OC(=O)c1c(-c2c(F)cccc2Cl)noc1C)c1cnccn1	15.3	19.4	0.7	3.4	94.4	-0.4	103.2	4.7	2.9	0.8
C/C(=C\C(=O)c1ccccc1)NCc1ccc(F)cc1	1.2	-1.8	20.8	-4.4	105.1	0.0	87.0	-5.7	1.0	1
Cc1csc(NC(=O)NC2(C(F)(F)F)Oc3ccccc3O2)n1	38.6	-0.4	-3.3	0.7	107.0	-0.6	105.5	-7.6	27.4	0.6
CC1CCc2nn(CC(=O)N3CCc4ccccc43)cc2C1 (configuration not stated)	6.2	15.3	-4.5	3.1	98.7	0.0	111.3	1.4	-0.4	0.9
CCc1ccc(-c2nnn(Cc3nn[nH]n3)n2)cc1	11.3	-12.4	-2.7	-7.2	97.5	-0.4	106.0	1.0	16.1	0.9
COc1ccc(-c2nc3ccccc3n2OC(C)C(=O)O)cc1 (configuration not stated)	15.8	-49.8	0.6	-15.6	115.5	0.1	110.5	-17.9	19.9	0.8
Cc1nc(SCC(=O)N2CCC(C(N)=O)CC2)n[nH]1	8.6	-2.2	5.0	-1.7	102.5	0.3	97.5	-2.7	14.8	0.9
CCCSc1nc(C)c(CC(=O)O)c(=O)[nH]1	10.8	-10.1	8.2	-13.7	96.2	-0.7	99.5	4.2	1.8	0.9
O=C(CCNS(=O)(=O)c1ccc(Br)s1)NC1CCCC1	-4.2	-4.1	-6.4	-3.9	102.6	0.1	108.1	-2.9	3.3	1
Clc1cccc(CN2CCN(c3nc4nonc4nc3NC3CC3)CC2)c1	-15.2	-6.4	12.1	-3.1	81.3	0.1	91.7	18.5	17.4	1.2
S=C(Nc1ccccc1)Nc1cc(Cl)ccc1Oc1ccccc1	24.5	1.6	6.4	0.7	107.8	-0.1	102.6	-3.0	-18.9	0.8
CCC(C)n1cnc2c(c1=O)c1nc3ccccc3nc1n2Cc1ccc2c(c1)OCO2 (configuration not stated)	19.3	11.1	1.0	6.2	96.3	-0.5	99.5	4.0	3.2	0.8
COC(=O)CN(c1ccccc1OC)S(=O)(=O)c1ccccc1	14.0	-16.2	3.7	0.8	98.5	-0.2	100.0	1.7	-7.8	0.9
O=C1CC(SC(=Nc2ccccc2)Nc2ccccc2)C(=O)N1c1ccc(Cl)c(Cl)c1 (configuration not stated)	24.8	3.0	5.3	1.2	101.4	-0.5	93.9	0.9	-9.4	0.8
NC(=O)c1oc2ccccc2c1NC(=O)c1ccc(F)cc1	2.8	3.6	-1.3	1.3	95.2	-0.2	105.5	5.4	-22.1	1
CC(C)CN1C(=O)NC(NC(=O)c2cccnc2)(C(F)(F)F)C1=O (configuration not stated)	14.5	-9.3	-4.3	-6.5	100.0	-0.1	106.4	0.0	8.1	0.9
COc1ccc(C(=O)N2CCCC2)cc1	22.0	-2.2	-0.4	-5.7	102.0	-0.3	103.5	-2.2	3.1	0.8
CCOC(=O)C1C2C=CC3(CN(c4ccccc4CC)C(=O)C13)O2 (configuration not stated)	.	-81.0	3.7	-1.5	105.2	-0.5	99.1	-5.7	.	.
New compounds follow:
SMILES	Diaph inh CS	APP transl inh	STAT3 blocker	TLR4 MyD88 comp	STAT1 act	Hsp70 act	STAT3 act	STAT1 inh	G6PDH counter	Diaphorase act
O=C(NCc1nnc(SCC(=O)N2CCc3ccccc32)o1)c1cccs1	-1.3	8.3	7.8	11.0	102.4	0.0	100.5	-2.3	3.1	1
Cc1c(C)n(C)c2ccc(C(=O)Nc3cccc4ccccc34)cc12	14.7	-8.3	0.5	-1.6	99.8	0.2	100.8	0.2	3.6	0.9
COc1ccc(CCNCCC(=O)Nc2c(C)cc(C)cc2C)cc1OC	4.9	16.2	0.6	-7.0	76.1	-0.3	98.8	26.8	-3.8	1
Cn1cc(Cl)c(C(=O)Nc2nc3ccc([N+](=O)[O-])cc3s2)n1	1.2	-18.1	9.1	5.0	105.0	0.0	95.0	-7.5	7.8	1
O=C(COC(=O)C1CC(=O)N(Cc2ccccc2)C1)c1ccc(F)cc1 (configuration not stated)	-11.2	-57.2	4.1	-2.0	93.3	-0.2	100.8	8.7	0.7	1.1
CCCCS(=O)(=O)N1CN(S(=O)(=O)CCCC)C2NC(=O)NC21 (configuration not stated)	-0.6	-3.3	-3.8	11.4	106.8	-0.1	107.2	-7.3	8.1	1
